TLR9-MyD88 inh: TLR9-MyD88 interaction inhibition; Q9NR96+Q99836; inhibition, % at 4.98 µM; 0.21% of 340,000 active; CHO BLA complementation TLR9-MyD88, CCF4 FRET ratio; AID 504734;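 active means inhibition above the mean over all tested compounds plus 3 SD, cut at about 21% in these data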;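 further: 0% = DMSO only wells and 100% = clavulanate BLA inhibitor control wells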
MC4R antag cAMP: antagonists of human melanocortin 4 receptor (MC4R); MC4R-expressing cells, MTII-stimulated cAMP, LANCE TR-FRET; inhibition, % at 6.5 µM; 0.48% of 360,000 active;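 active means inhibition above its plate's cutoff, the mean of tested wells on that plate plus 3 SD, cut at about 29% in these data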;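 further: 0% = Melanotan II alone and 100% = Melanotan II plus saturating MCL0020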
Target sequence (P32245 whole entry, looked up): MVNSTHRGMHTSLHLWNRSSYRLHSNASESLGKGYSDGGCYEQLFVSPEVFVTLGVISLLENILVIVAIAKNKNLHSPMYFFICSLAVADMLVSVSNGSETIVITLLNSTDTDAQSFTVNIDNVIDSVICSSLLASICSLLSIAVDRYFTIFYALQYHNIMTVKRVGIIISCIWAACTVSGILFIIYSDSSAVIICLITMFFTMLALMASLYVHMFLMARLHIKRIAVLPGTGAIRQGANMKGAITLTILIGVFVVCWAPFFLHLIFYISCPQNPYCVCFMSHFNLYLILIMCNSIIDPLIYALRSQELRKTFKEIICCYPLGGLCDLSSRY
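Material – human MC4R-expressing U2OS cells · Repeats – no replicates · Detection – TR-FRET with Eu-cAMP and labeled anti-cAMP, 671 nm · Times – compound 30 min, challenge 1 h, detection 1 h · Compound – single nominal compound dose of 6.5 µM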
EBV LMP1 NFkB: Epstein-Barr LMP1 NF-kappaB reporter inhibition | AID 504558 | LMP1-induced NF-kappaB luciferase reporter cells, luminescence | inhibition, % at 12.5 µM | 0.69% of 350,000 active; in the data active means inhibition above about 41%;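 further: 0% = neutral control wells and 100% = reference inhibitor control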
SRC2 inh: human SRC2 (NCOA2) inhibition | Q15596 | HEK293 GAL4-SRC2 luciferase reporter, luminescence | inhibition, % at 9 µM | 0.17% of 370,000 active | AID 651957;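 active means inhibition above the mean inhibition of all tested compounds plus 3 SD, set per campaign, cut at about 52% in these data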;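 further: 0% = DMSO treated cells and 100% = cells given Gossypol at 36 µM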
NOD2-RIPK2 inh: inhibitors of human NOD2-RIPK2 interaction; O43353; CHO BLA complementation NOD2-RIPK2, CCF4 ratio; inhibition, % at 4.98 µM; 0.38% of 360,000 active; AID 624267; in the data active means inhibition above about 21%;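 further: 0% = vehicle only and 100% = reference blocker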
LRH-1 inv ag: inverse agonists of human LRH-1 (NR5A2); HEK293T StAR-luciferase reporter, LRH-1 transfected, 24 h; 0.13% of 360,000 active; O00482; AID 602396; inhibition, % at 3.6 µM;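 active means inhibition above the mean inhibition of all tested compounds plus 3 SD, cut at about 73% in these data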;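 further: 0% = DMSO wells and 100% = reporter-only cells lacking LRH-1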
Target sequence (O00482 whole entry, looked up): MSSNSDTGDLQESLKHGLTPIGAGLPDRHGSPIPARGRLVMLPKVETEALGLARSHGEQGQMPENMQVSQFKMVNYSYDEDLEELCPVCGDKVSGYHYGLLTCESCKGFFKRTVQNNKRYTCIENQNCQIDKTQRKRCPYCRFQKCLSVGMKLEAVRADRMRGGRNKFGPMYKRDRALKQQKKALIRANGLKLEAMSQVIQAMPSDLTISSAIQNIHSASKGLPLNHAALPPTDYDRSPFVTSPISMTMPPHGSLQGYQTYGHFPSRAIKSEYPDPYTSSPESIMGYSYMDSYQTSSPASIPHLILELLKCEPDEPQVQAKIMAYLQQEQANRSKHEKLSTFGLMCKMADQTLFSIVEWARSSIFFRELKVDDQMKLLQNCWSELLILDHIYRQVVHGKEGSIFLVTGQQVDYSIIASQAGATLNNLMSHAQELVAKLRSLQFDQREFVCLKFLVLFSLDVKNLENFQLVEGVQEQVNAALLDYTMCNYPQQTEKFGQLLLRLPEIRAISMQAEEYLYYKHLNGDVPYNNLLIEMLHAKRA
ABHD5 PLIN5 PPI: blocks binding of human ABHD5 to perilipin-5 | Q00G26+Q8WTS1 | Split G. princeps luciferase complementation, luminescence, 4 h | inhibition, % at 4 µM | 0.78% of 360,000 active | AID 602281;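 active means inhibition above the mean inhibition across every tested compound plus 3 SD, cut at about 22% in these data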;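 further: 0% = DMSO only wells and the 100% control is not disclosed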
MC4R barr agon: activates human MC4R beta-arrestin recruitment | P32245 | U2OS MC4R beta-arrestin complementation, luminescence; percent of melanotan II response, DMSO zero | activation, % at 8.9 µM | 0.98% of 360,000 active | AID 540308;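 active means activation above a per-plate cutoff, the mean activation of sample wells on that plate plus 3 SD, cut at about 8% in these data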
SRC1 inh: human NCOA1 inhibition; Q15788; HEK293 GAL4-SRC1 luciferase reporter, luminescence; inhibition, % at 3.6 µM; 0.12% of 360,000 active;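 active means inhibition above the campaign mean plus 3 SD, with each screening campaign given its own cutoff, cut at about 60% in these data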;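 further: 0% = DMSO treated cells and 100% = gossypol at 36 µM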
NR2F2 inh: NR2F2 (human) inhibition, primary screen. inhibition, % at 8.6 µM. 0.7% of 370,000 active. HEK293T NGFI-A luciferase reporter, luminescence. AID 686940. P24468;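 active means inhibition above a per-plate cutoff, mean inhibition of test wells between control levels plus 3 SD, cut at about 38% in these data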;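 further: cells cotransfected with COUP-TFII expression vector driving the NGFI-A reporter; 0% = median of COUP-TF2 test wells and 100% = reporter-only cells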
SRC3 inh: inhibitors of human steroid receptor coactivator 3 (SRC3) | HEK293 GAL4-SRC3 luciferase reporter, luminescence | inhibition, % at 3.6 µM | 0.17% of 360,000 active | AID 588352;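 active means inhibition above a per-campaign cutoff, the mean of all compounds plus 3 SD, cut at about 60% in these data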;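 further: 0% = DMSO-treated cells and 100% = gossypol-treated cells at 36 µM; higher means less SRC3-driven luciferase light from the GAL4 reporter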
* marks the source's active call; other numbers are inactive results; . = not tested or not shown. Some of the compounds tested. The share of hits here may be higher or lower than overall.

no.	structure	TLR9-MyD88 inh	MC4R antag cAMP	EBV LMP1 NFkB	SRC2 inh	NOD2-RIPK2 inh	LRH-1 inv ag
1	Cc1cccc(C(=O)N2CCN(C(=O)c3cccc(C)c3)C(C)C2)c1 (configuration not stated)	6	4	21	25	5	10
2	Cc1nnc(NC(=O)c2ccc(-c3ccc(Cl)cc3)o2)s1	-3	6	-6	-12	10	6
3	Cc1cc(OC(=O)c2c(Cl)cccc2Cl)nc(C)n1	8	-6	-9	-2	-11	-12
4	Cc1ccc(S(=O)(=O)NCCSc2ccccc2)cc1[N+](=O)[O-]	-12	6	4	-27	8	-9
5	Cc1nc(Cc2ccc(OC(C)C)cc2)[nH]c(=O)c1CC(=O)O	4	10	0	1	-3	4
6	Cc1nc2ccc(NC(=O)c3ccc(Cl)s3)cc2s1	0	0	-57	-73	-3	-104
7	Cc1ccc(N(Cc2ccccc2)C(=O)CN2C(=O)NC3(CCCC3)C2=O)cc1	-4	4	-11	-51	-4	17
8	CCc1cccc(C)c1NC(=O)CCCn1c(=O)c2cccn2c2cccnc21	4	10	10	-1	-13	4
9	CCC(=O)NC(Nc1ncc(C)s1)(C(=O)OC)C(F)(F)F (configuration not stated)	3	2	-2	-11	-2	9
10	COc1ccc(CC(=O)O/N=C(\N)c2ccc(C)cc2)cc1	2	-3	-34	-40	8	-37
11	Cc1ccc(F)cc1NC(=O)C1CCCN(c2ncccn2)C1 (configuration not stated)	-7	0	5	4	8	8
12	COc1cccc(CNC(=O)[C@@H]2CCCN2C(=O)[C@@H]2CCCN2S(=O)(=O)c2ccc(OC)c(C)c2)c1	.	.	.	-4	2	-16

no.	ABHD5 PLIN5 PPI	MC4R barr agon	SRC1 inh	NR2F2 inh	SRC3 inh
1	8	-2.1	1	5	17
2	-5	-3.8	-14	-15	4
3	8	-1.7	-24	15	-6
4	1	4.4	-1	-3	15
5	2	-3.0	-38	-17	18
6	1	0.1	-85	-29	-97
7	0	-3.1	-21	-2	9
8	-5	-1.1	-29	0	4
9	2	1.8	-11	5	-11
10	-6	-1.7	-56	-28	-46
11	1	-0.8	1	3	5
12	-5	.	.	-18	.

Continuation:
no.	structure	TLR9-MyD88 inh	MC4R antag cAMP	EBV LMP1 NFkB	SRC2 inh	NOD2-RIPK2 inh	LRH-1 inv ag
13	O=c1c(-c2ccnn2-c2cccc(Cl)c2)cnc2n1CCS2	-3	13	4	6	-11	11
14	CC(C)=C1SC(N2CCN(c3cccc(Cl)c3)CC2)=NC1=O	-4	5	-1	-17	3	-18
15	COc1ccc(-c2nc(CS(=O)CC(=O)NC3CCCCC3)c(C)o2)cc1 (configuration not stated)	0	-2	7	15	-14	4
16	O=C(NCCCn1ccnc1)/C(=C/c1ccc(Cl)cc1)NC(=O)c1ccccc1	-3	6	-1	-9	-1	-1
17	O=C(NCC1CCCCC1)NCC1CCCCC1	-9	4	-20	-34	-4	-1
18	COCCN(C(=O)CCc1ccccc1OC)c1nnc(-c2cccnc2)s1	0	7	-9	-35	1	-13
19	CCOC(=O)C(C)(C)Sc1nc2c(cnn2-c2ccc(Cl)cc2)c(=O)[nH]1	-10	12	-12	20	4	-7
20	Cc1ccc(-c2c(C#N)c(N)n(-c3ccc(Cl)cc3)c(=O)c2C#N)cc1	.	3	.	-11	1	-28
21	Fc1ccc(C2CC(c3cccs3)=NN2c2ccccc2)cc1 (configuration not stated)	-18	8	-21	-9	-1	-10
22	FC(F)(F)c1cccc(N2CCN(c3nnnn3-c3ccccc3)CC2)c1	0	4	-17	-10	-4	3
23	CCC(C)CN1C(=O)CN(S(C)(=O)=O)CC1(C)C(=O)Nc1ccc2c(c1)OCCO2 (configuration not stated)	.	.	.	-21	-9	-1
24	COc1ccccc1/C=C/CN1CCC(n2nccc2NC(=O)CCc2ccccc2)CC1	11	6	4	5	-4	15

no.	ABHD5 PLIN5 PPI	MC4R barr agon	SRC1 inh	NR2F2 inh	SRC3 inh
13	1	-1.3	-15	-12	2
14	0	0.4	15	4	12
15	-1	-2.0	-8	9	30
16	7	-0.2	-10	-4	8
17	0	-0.4	-28	-15	0
18	-3	-0.7	6	15	-20
19	-10	3.0	-2	5	-1
20	-7	-2.0	0	0	-21
21	-4	-1.6	-15	11	15
22	3	1.3	-24	0	8
23	0	.	.	-4	.
24	9	-1.1	21	26	17

Later entries
no.	structure	TLR9-MyD88 inh	MC4R antag cAMP	EBV LMP1 NFkB	SRC2 inh	NOD2-RIPK2 inh	LRH-1 inv ag
25	O=C1C2C3C=CC([C@@H]2C(=O)N1C1CCCCC1)[C@H]1C(=O)N(C2CCCCC2)C(=O)C31 (some centres not stated)	-6	6	5	-32	5	-5
26	Fc1cccc(CNC2CCN(CCc3ccccc3)CC2)c1	0	-3	-20	8	-1	2
27	Cc1cc(S(=O)(=O)NCC(C)C)ccc1OCC(=O)NC1CC1	-9	7	-1	6	4	-1
28	CCOc1ccc(-c2csc(NNC3=NCCCCC3)n2)cc1	-14	-4	-15	-21	0	-2
29	Cc1cc(C(=O)N/N=C/c2ccncc2)c2ccccc2n1	-10	-6	15	-3	-4	12
30	CCN1C(=O)CSC1=Nc1ccc(Cl)c(Cl)c1	2	7	-21	-15	8	12
31	Cc1nc(NC(=O)c2ccccc2)sc1C1(C)CC(c2c(Cl)cccc2Cl)=NO1 (configuration not stated)	-10	-4	3	12	-13	1
32	O=C(CN1CCOCC1)NCc1cc([N+](=O)[O-])ccc1O	7	8	4	-3	-17	11
33	Cc1sc2ncnc(N3CCC(C(=O)N(C)CC(=O)Nc4ccc(Cl)c(C(F)(F)F)c4)CC3)c2c1C	-6	18	11	30	-12	-4
34	CC(=O)c1ccc(NC(=O)COC(=O)c2ccc(F)cc2F)cc1	-2	1	4	2	4	3
35	CCCCn1nnnc1C(c1ccccc1)N1CCN(c2ccc(C(F)(F)F)cn2)CC1 (configuration not stated)	.	.	.	-17	-8	16
36	Oc1ccc(-c2csc(-c3ccccc3)n2)cc1O	-11	9	-8	14	-3	-168

no.	ABHD5 PLIN5 PPI	MC4R barr agon	SRC1 inh	NR2F2 inh	SRC3 inh
25	0	1.9	-8	3	10
26	-3	0.2	-3	-13	1
27	1	-1.9	11	-4	8
28	-20	-3.1	-23	1	-21
29	0	-1.7	-14	-8	5
30	0	-0.6	5	11	7
31	1	-0.6	9	15	3
32	-10	0.8	-36	10	12
33	-8	-0.2	15	28	9
34	-12	-0.2	-4	2	-3
35	-7	.	.	-9	.
36	-3	0.2	-88	-42	-129

From entry 25 to 29, as listed above:
no.	structure	TLR9-MyD88 inh	MC4R antag cAMP	EBV LMP1 NFkB	SRC2 inh	NOD2-RIPK2 inh	LRH-1 inv ag
25	O=C1C2C3C=CC([C@@H]2C(=O)N1C1CCCCC1)[C@H]1C(=O)N(C2CCCCC2)C(=O)C31 (some centres not stated)	-6	6	5	-32	5	-5
26	Fc1cccc(CNC2CCN(CCc3ccccc3)CC2)c1	0	-3	-20	8	-1	2
27	Cc1cc(S(=O)(=O)NCC(C)C)ccc1OCC(=O)NC1CC1	-9	7	-1	6	4	-1
28	CCOc1ccc(-c2csc(NNC3=NCCCCC3)n2)cc1	-14	-4	-15	-21	0	-2
29	Cc1cc(C(=O)N/N=C/c2ccncc2)c2ccccc2n1	-10	-6	15	-3	-4	12

no.	ABHD5 PLIN5 PPI	MC4R barr agon	SRC1 inh	NR2F2 inh	SRC3 inh
25	0	1.9	-8	3	10
26	-3	0.2	-3	-13	1
27	1	-1.9	11	-4	8
28	-20	-3.1	-23	1	-21
29	0	-1.7	-14	-8	5

Next part
no.	structure	TLR9-MyD88 inh	MC4R antag cAMP	EBV LMP1 NFkB	SRC2 inh	NOD2-RIPK2 inh	LRH-1 inv ag
37	CC1=CC(c2ccccc2)n2nc(NC(=O)CCC(=O)O)nc2N1 (configuration not stated)	-7	18	0	-18	2	-2
38	Cc1cc(C)c(C)c(S(=O)(=O)N2CCN(CC(=O)Nc3sccc3C#N)CC2)c1C	5	-1	3	10	4	26
39	O=C(O)c1ccccc1C(=O)NCc1cccnc1	-2	0	-3	0	0	-18
40	COC(=O)c1cc(-c2cccc(OC)c2)c2c(=O)[nH]c(=O)n(C)c2n1	-11	3	1	5	1	-1
41	O=C(Nc1ccccc1)Nc1ccc2ocnc2c1	-1	6	-8	-33	-4	0
42	CNC(=S)Nc1ccc(N2CCCC2)c(S(=O)(=O)Nc2ccc(OC)cc2)c1	1	-1	6	-1	-8	13
43	O=[N+]([O-])c1ccc2oc(-c3cccc(O)c3)nc2c1	13	-4	1	-93	-6	-88
44	O=C(CCS(=O)(=O)c1ccc(Cl)cc1)Nc1nc(-c2cccnc2)cs1	9	5	24	-6	-10	-24
45	O=C(NC1CCCCC1)C(=S)NCCc1ccccc1	0	-2	-13	-20	-9	-9
46	CC(C)OC(=O)c1cc(NC(=S)Nc2ccc([N+](=O)[O-])cc2)cc(C(=O)OC(C)C)c1	-4	2	16	2	2	2
47	Cc1cc(NC(=O)c2cn(C3CCCCC3)c(=O)c3c2c2ccccc2n3C)no1	-7	7	-1	-8	-12	11
48	COc1cccc(NC(=S)N2CCC(NC(=O)c3ccco3)CC2)c1	4	14	-4	0	-11	-14

no.	ABHD5 PLIN5 PPI	MC4R barr agon	SRC1 inh	NR2F2 inh	SRC3 inh
37	2	-0.2	-1	-4	11
38	2	1.5	13	13	15
39	-4	0.1	-13	-11	10
40	-7	-0.1	-9	-1	-2
41	-1	-1.1	-42	-16	-32
42	-9	-1.5	2	13	-10
43	2	-1.3	-121	-53	-107
44	1	-3.7	-17	-6	-37
45	0	-0.7	-30	-9	-33
46	-14	-1.3	9	-3	15
47	-3	0.7	11	-2	8
48	6	-0.4	-54	4	-9

Additional results:
no.	structure	TLR9-MyD88 inh	MC4R antag cAMP	EBV LMP1 NFkB	SRC2 inh	NOD2-RIPK2 inh	LRH-1 inv ag
49	Nc1nc2ccccc2n1CCOc1ccc(Br)cc1	13	-2	11	-5	8	17
50	O=C1N(CCCl)c2ccc(Br)cc2C12OCCO2	12	17	-3	5	8	0
51	c1ccc2c(SCc3cn4cccnc4n3)ncnc2c1	8	-4	5	20	-4	-14
52	Cc1cc(S(=O)(=O)N2CCOCC2)ccc1OCC(=O)N1CCOCC1	-8	2	1	4	-7	-12
53	Cc1cccc(-n2c(SCC(=O)O)nc3sc4c(c3c2=O)CCCC4)c1	-13	1	-2	-26	1	-19
54	Cn1c(=NC(=O)CS(=O)(=O)c2ccccc2)sc2cc(F)ccc21	-2	-9	-17	-61	-7	-39
55	Cc1ccnc(NS(=O)(=O)c2ccc(NC(=O)C34CC5CC(CC(C5)C3)C4)cc2)n1	2	10	2	-17	4	-22

no.	ABHD5 PLIN5 PPI	MC4R barr agon	SRC1 inh	NR2F2 inh	SRC3 inh
49	8	2.0	6	-3	1
50	6	-0.1	4	-11	2
51	-3	-2.6	-2	7	1
52	0	0.0	-5	7	-25
53	-7	-2.1	-5	-19	0
54	8	1.9	-44	-36	-50
55	4	3.9	-7	22	6
